# Gal4-VP16 FLuc: VP16 counterscreen qHTS for inhibitors of ROR gamma transcriptional activity | Drosophila S2 Gal4-VP16 UAS-luciferase, luminescence, 20 h | Potency, µM (titrated, usually from 53.6 µM), without a hit: top-dose activity, negative = inhibition, hits mostly inhibitors | 310,000 compounds, 3.5% hits | AID 2546, 2010;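 note: Gal4-VP16 expression switched on by copper sulfate through the metallothionein promoter; % is set by controls: 0 for no effect and ±100 for the full control effect; nearly all actives have a fitted effect of over 50% in size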
# p53 reactivation: qHTS assay for re-activators of p53 using a Luc reporter. H1299 p53-A138V BP100-luciferase reporter, luminescence, 24 h. Potency, µM (highest dose often 92.2 µM), for inactives: top-dose activity change, positive = activation, most hits filed as activators. 320,000 compounds, 0.063% hits. AID 504706, 2011; note: % of control where 0% means no effect; nearly all actives have a fitted effect of over 45% in size
#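 p53-null H1299 cells stably carrying temperature-sensitive p53-A138V and a BP100-luciferase reporter were pinned with compounds (4-point, 1:5 series) and held 24 hrs at 37 deg C. Luminescence was read 10 min after detection reagent.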
# MBNL1-CUG inh: qHTS Assay for Inhibitors of MBNL1-poly(CUG) RNA binding; Muscleblind-like protein 1 (Homo sapiens), Q9NR56; TR-FRET MBNL1-His/biotin-(CUG)12 binding, 665/545 ratio; Potency, µM (titrated, usually from 57.5 µM), for inactives: at the highest dose activity change, negative = inhibition, hits mostly inhibitors; 280,000 compounds, 0.036% hits; AID 2675, 2010; active = well fitted inhibition curve with a large enough effect in the signal ratio, with a control signal flat, not every such curve was filed as active; inconclusive = small, poorly fitted or top-dose-only effect, or effect the other way, or a change in a side signal; inactive = no such curve, though single readings can be large or run the other way; the % refers to the signal ratio; note: % is set by controls: 0 for no effect and ±100 for the full control effect
# Target sequence (Q9NR56 whole entry, looked up): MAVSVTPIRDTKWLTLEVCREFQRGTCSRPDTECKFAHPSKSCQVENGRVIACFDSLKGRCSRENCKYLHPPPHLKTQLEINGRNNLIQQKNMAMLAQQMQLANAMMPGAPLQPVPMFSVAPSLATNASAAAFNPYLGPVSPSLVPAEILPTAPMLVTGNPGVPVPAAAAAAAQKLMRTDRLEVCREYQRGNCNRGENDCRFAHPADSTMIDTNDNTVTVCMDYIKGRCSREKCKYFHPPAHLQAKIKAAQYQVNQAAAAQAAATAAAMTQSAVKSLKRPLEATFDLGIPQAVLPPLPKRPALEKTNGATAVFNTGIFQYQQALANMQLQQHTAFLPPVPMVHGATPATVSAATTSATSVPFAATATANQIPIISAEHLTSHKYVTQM
#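 MBNL1-His + Biotin-(CUG)12, cpd titration 92 nM–58 uM; Tb anti-His Ab 0.055 ng/ul, SA-XL665 5 nM (final); 60 min RT; ratiometric 665/545 nm, Ex 340 nm; normalized to buffer and full-complex controls.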
# ELG1 genotox: qHTS screen for small molecules that induce genotoxicity in human embryonic kidney (HEK293T) cells expressing luciferase-tagged ELG1 | HEK293T ELG1-luciferase reporter, luminescence, 16 h | Potency, µM (top dose mostly 46 µM), inactives show at the highest dose activity change, positive = activation, most hits filed as activators | 330,000 compounds, 1.3% hits; note: % of control where 0% means no effect; nearly all actives have a fitted effect of over 60% in size
#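 ELG1-luciferase HEK293T cells, 2,000/well; compound pinned in; 16 hr, 37 °C, 5% CO2; ONE-Glo, 30 min RT; luminescence on CCD imager.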
# BRCA1 expr up: qHTS Assay to Identify Small Molecule Activators of BRCA1 Expression; MCF7-BRCA1-FFLuc reporter, luminescence, 48 h; response scale: scaled: vehicle 0%, 10 µM genistein 100%; Potency, µM (top dose mostly 46.1 µM), for inactives: top-dose activation, hits mostly activators; 380,000 compounds, 1.1% hits; note: nearly all actives have a fitted effect of over 80% in size; some results filed as inactive show a strong effect at the top dose
#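 MCF7-BRCA1-FFLuc cells, 2000/well in phenol-red-free MEM, attached 2 h then treated 48 h at 37 C. Luciferase luminescence read 15 min after reagent; normalized to genistein maximum activation (10microM) and DMSO, concentration-response fitted.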
# FLuc counter: qHTS profiling assay for firefly luciferase inhibitor/activator using purifed enzyme and Km concentrations of substrates (counterscreen for miR-21 project). Luciferin 4-monooxygenase (Photinus pyralis), P08659. purified FLuc, Km substrates, luminescence inhibition. Potency, µM (titrated, usually from 57.5 µM), inactives show top-dose activity change, negative = inhibition, most hits filed as inhibitors. 360,000 compounds, 6.9% hits. AID 588342, 2011;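 note: plate controls were vehicle for no effect and reference inhibitor for full effect; nearly all actives have a fitted effect of over 55% in size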
#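 Purified P. pyralis luciferase, 10 nM final, with Km-level 10 uM D-luciferin and 10 uM ATP in 50 mM Tris acetate pH 7.5, 10 mM Mg acetate, 0.01% Tween-20, 0.05% BSA; 6-point qHTS titration about 60 µM downward; luminescence read.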
# uPA surface inh: qHTS for Inhibitors of Cell Surface uPA Generation | cell surface uPA generation assay, qHTS | Potency, µM (series often up to 38.3 µM), for inactives: at the highest dose activity change, negative = inhibition, actives largely listed as inhibitors | 330,000 compounds, 0.31% hits | AID 540303, 2011; active = well fitted inhibition curve with a large enough effect; inconclusive = small, poorly fitted or top-dose-only effect; inactive = no such curve, though single readings can be large or run the other way; tested in mouse RAW 264.7 cells; note: % is set by controls: 0 for no effect and ±100 for the full control effect; nearly all actives have a fitted effect of over 55% in size
# Rab9 promoter act: qHTS Assay for Rab9 Promoter Activators; Huh7 Rab9 promoter-luciferase reporter, luminescence, 24 h; Potency, µM (titrated, usually from 9.22 µM), for the others: at the highest dose activation, negative = inhibition, hits mostly activators; 320,000 compounds, 2.8% hits; AID 485297, 2010; note: % of control where 0% means no effect; nearly all actives have a fitted effect of over 60% in size
#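 Huh7 cells stably carrying Rab9 promoter–luciferase reporter, plated 1500 cells/well, compound added after 2 h and incubated 24 h at 37 °C; luciferase luminescence then read after 10 min with detection reagent.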
# RORgamma inh: qHTS for inhibitors of ROR gamma transcriptional activity; Potency, µM (doses to about 53.6 µM), inactives show at the top dose activity change, negative = inhibition, usual class: inhibitors; Nuclear receptor ROR-gamma (Mus musculus), P51450; 310,000 compounds, 5.4% hits; Drosophila S2 Gal4-RORgamma UAS-luciferase reporter, 20 h; note: % is set by controls: 0 for no effect and ±100 for the full control effect; nearly all actives have a fitted effect of over 60% in size
# Target sequence (P51450 whole entry, looked up, the tested form may be a part): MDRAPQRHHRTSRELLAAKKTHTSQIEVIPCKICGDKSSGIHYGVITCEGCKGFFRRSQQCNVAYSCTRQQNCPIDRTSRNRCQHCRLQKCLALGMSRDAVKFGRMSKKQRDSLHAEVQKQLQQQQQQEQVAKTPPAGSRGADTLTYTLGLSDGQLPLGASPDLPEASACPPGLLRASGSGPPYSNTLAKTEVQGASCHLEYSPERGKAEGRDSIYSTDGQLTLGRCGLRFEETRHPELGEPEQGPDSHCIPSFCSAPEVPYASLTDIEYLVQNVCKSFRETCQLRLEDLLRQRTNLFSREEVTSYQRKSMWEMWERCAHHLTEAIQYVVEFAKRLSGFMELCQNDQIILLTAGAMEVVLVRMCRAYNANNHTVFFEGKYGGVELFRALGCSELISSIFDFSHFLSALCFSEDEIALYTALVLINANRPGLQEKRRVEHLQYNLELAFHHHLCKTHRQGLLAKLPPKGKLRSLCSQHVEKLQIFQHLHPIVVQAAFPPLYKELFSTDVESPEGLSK
#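 ROR gamma transcriptional activity was tracked as Gal4-UAS luciferase output in stably transfected Drosophila Schneider cells, with compound added 1 hr before 700 uM copper sulfate induction and a 20 hr ambient-temperature incubation.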
# NPC1 promoter act: qHTS Assay for NPC1 Promoter Activators; Huh7 NPC1 promoter luciferase reporter, 24 h; Potency, µM (top dose mostly 9.22 µM), for inactives: at the top dose activation, usual class: activators; 320,000 compounds, 2.4% hits; AID 485313, 2010;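 note: % of control where 0% means no effect; nearly all actives have a fitted effect of over 60% in size; reporter is driven by a mutant NPC1 promoter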
#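 Luciferase expression driven by the NPC1 promoter was measured in stably transfected Huh7 cells after a 24 h compound incubation, using a luciferase reagent and a luminescence read.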
# Active calls of the source: *; ? = inconclusive; / = not tested or not shown; [ ] = another dose, or the depositor's remark. Unless noted, calls come from the whole dose curve; as a rule, active = well fitted curve in the direction sought with a large enough effect; inconclusive = small, poorly fitted or top-dose-only effect, or another doubt; inactive = no such curve, though single readings can be large; an effect the other way counts as inactive or inconclusive. Potency is the fitted concentration of half-maximal effect.
# The line under a structure holds: Gal4-VP16 FLuc	p53 reactivation	MBNL1-CUG inh	ELG1 genotox	BRCA1 expr up	FLuc counter	uPA surface inh	Rab9 promoter act	RORgamma inh	NPC1 promoter act
1) COc1ccc(C(=O)COC(=O)CCN2C(=O)C3C4CCC(C4)C3C2=O)cc1 (stereo not given)
  0.0%	-2.7%	3.6%	-18.8%	-15.9%	?	3.9%	-3.1%	-11.8%	-0.5%
2) COc1ccc(/C=N/NC(=O)CNC(=O)c2cccs2)cc1
  -2.9%	5.2%	-5.7%	13.6%	12.1%	15.1µM*	2.6%	17.9%	7.3%	-4.6%
3) COc1ccc(CNC2CCSc3ccccc32)cc1OC (stereo not given)
  -0.4%	0.5%	-5.9%	-6.7%	-13.2%	-0.7%	-6.0%	-6.3%	34.3%	-1.2%
4) CN1C(=O)C(C)(C)N(C(=O)c2cccc([N+](=O)[O-])c2)c2ccccc21
  -3.8%	/	?	1.7%	-30.8%	-0.5%	2.0%	4.6%	-19.5%	-1.4%
5) Cc1ccccc1S(=O)(=O)Cc1ccc(C(=O)NCc2ccccc2)o1
  ?	6.1%	5.6%	-6.4%	-0.3%	3.8%	-0.8%	-3.6%	-3.4%	-2.8%
6) CCC(=O)Nc1ccc2c(c1)ncn2-c1ccccc1C
  -4.8%	-3.0%	3.7%	4.1%	2.4%	0.1%	5.5%	0.3%	12.2%	-2.0%
7) Nc1ncnc(Nc2cccc(F)c2)n1
  -0.5%	4.3%	-8.0%	4.1%	73.4%	-12.0%	-18.0%	16.3%	19.5%	-0.8%
8) O=C(OCc1ccccc1)c1cccc(-c2nnc(-c3ccccc3)o2)c1
  ?	?	-4.4%	?	-23.2%	-18.7%	/	?	-21.2%	1.58µM*
9) OC(COc1ccc(Cl)cc1)CN1CCN(c2cccc(Cl)c2)CC1 (stereo not given)
  -24.1%	12.4%	-18.1%	-3.9%	-29.9%	2.5%	5.6%	-3.9%	-15.3%	6.5%
10) Cc1cc(C(=O)Nc2ccccc2C)c2ccccc2n1
  -4.8%	49.4%	-6.3%	-5.0%	-21.3%	-8.5%	2.8%	0.4%	-22.1%	-0.9%
11) Cc1cc(-c2nnc(SCC(=O)NC3CCCC3)o2)no1
  0.1%	-12.5%	-4.6%	-0.1%	-6.4%	0.9%	0.7%	-0.7%	-9.4%	-3.5%
12) COCCn1c(-c2ccc(-c3ccc([N+](=O)[O-])cc3Br)o2)nc2c1c(=O)[nH]c(=O)n2CC(C)C
  -3.0%	-1.4%	20.4%	-11.8%	-46.0%	-5.8%	2.8%	-5.4%	-0.3%	-11.5%
13) COc1cccc(NC(=O)COc2c(F)c(F)c(C(F)(F)F)c(F)c2F)c1
  -4.2%	7.1%	/	1.1%	-14.1%	-0.8%	4.5%	-6.2%	18.2%	1.8%
14) Cc1ccc(Cl)c(OC(=O)c2ccc(N3CCOCC3)c([N+](=O)[O-])c2)c1
  ?	13.2%	10.8%	1.2%	-17.1%	-1.5%	4.4%	5.7%	?	-0.9%
15) O=C(OCC(=O)N1CCCC1=O)C1CCN(S(=O)(=O)c2ccc(Cl)c(C(F)(F)F)c2)CC1
  /	-2.3%	/	1.9%	23.9%	?	15.5%	-2.4%	/	-2.9%
16) Cc1cccc(C)c1NC1=NC(=S)N(c2ccccc2)C12CCOC(C)(C)C2 (stereo not given)
  ?	1.9%	8.9%	-12.4%	-19.8%	1.3%	-5.8%	3.6%	3.98µM*	-4.9%
17) CC1C2C(c3ccccc3)N(C)C(=O)N(C)C2N(C)C(=O)N1C (stereo not given)
  8.2%	2.0%	-0.1%	-3.3%	10.4%	-0.6%	-0.8%	-4.3%	11.7%[10 µM]	-0.2%
18) Cc1onc(-c2ccccc2Cl)c1C(=O)N1CCCC1
  0.3%	2.6%	-8.2%	4.7%	-21.9%	0.6%	-0.2%	0.7%	-8.5%	0.6%
19) COc1ccc(NC(=O)C(=O)NNC(=O)c2cccs2)c(OC)c1
  0.1%	-3.9%	3.6%	-0.2%	3.9%	?	-2.5%	-5.8%	-34.0%	0.3%
20) COc1ccc(CCNC(=O)CCNS(=O)(=O)c2cccc3nonc23)cc1OC
  -6.2%	0.1%	?	-6.7%	-1.7%	-1.4%	3.4%	-2.9%	20.6%	-0.6%
21) O=C1C2CC=C(Cl)CC2C(=O)N1CCc1ccccc1 (stereo not given)
  16.2%	?	-4.7%	5.2%	-21.3%	3.3%	-5.4%	-1.4%	15.0%	0.4%
22) COc1cccc(CNC(=O)CS(=O)(=O)Cc2nc(-c3ccc(C)cc3)oc2C)c1OC
  -21.0%	/	0.4%	0.8%	-1.9%	11.1%	3.2%	1.9%	?	-3.5%
23) O=C(COc1ccccc1-c1ccccc1)N/N=C/c1ccc2ccccc2c1
  -24.9%	0.9%	/	5.2%	-62.7%	-0.1%	-13.3%	-26.7%	?	-14.8%
24) O=C(Cc1cc(C(=O)O)c2ccccc2n1)Nc1ccccc1
  -20.9%	13.4%	38.3%[activator]	-16.5%	-40.2%	-7.4%	-11.4%	2.3%	?	-3.0%
25) c1ccc(Oc2nnc(-c3cccs3)c3ccccc23)cc1
  15.6%	-1.6%	92.4%[activator]	5.2%	-6.7%	1.8%	-3.0%	-3.1%	28.5%	-2.4%
26) NC(=O)CCSC(=S)N1CCOCC1
  -18.8%	5.8%	-5.3%	-0.4%	6.7%	0.0%	-5.4%	0.5%	-1.1%	-2.6%
27) CCC(C)N1C(=O)S/C(=C/c2ccc(N3CCOCC3)cc2C)C1=O (stereo not given)
  4.2%	?	-9.5%[11.5 µM]	15.2%	8.91µM*	7.57µM*	0.7%	?	29.7%	?
28) CN(c1ccc(OCC(=O)NCc2cccnc2)cc1)S(=O)(=O)c1ccc(Cl)cc1
  -2.1%	8.2%	-3.3%	-4.7%	-12.7%	4.0%	0.4%	-1.9%	0.7%	0.3%
29) Cc1cc(=O)c2c(O)c(O)ccc2o1
  -3.3%	-3.8%	4.3%	1.2%	5.6%	-11.1%	-1.8%	0.6%	-41.2%	-24.3%
30) Cc1ccc(S(=O)(=O)c2nc(Nc3ccccc3N3CCOCC3)sc2Cl)cc1
  -6.0%	-3.1%	29.9%	-7.3%	-48.6%	-7.0%	/	-2.1%	-1.5%	0.7%
31) C/C(=C\c1cccc(Br)c1)C(=O)c1c(C)cc(C)[nH]c1=O
  ?	2.9%	4.1%	-13.8%	-4.0%	-0.6%	?	-3.1%[1.84 µM]	?	-2.6%
32) CCOC(=O)c1c(C)[nH]c(C(=O)OCC(=O)Nc2ccccc2)c1C
  /	6.3%	/	-1.1%	-1.2%	-4.2%	10.5%	-3.7%	/	-2.0%
33) CC(=O)Nc1ccc(S(=O)(=O)N2CCN(C(=O)c3ncoc3-c3ccccc3)CC2)cc1
  28.1%	5.4%	-3.3%	-1.4%	-34.8%	5.2%	-3.8%	-0.6%	8.0%	0.2%
34) CC1Cc2ccccc2N1C(=O)Cn1nnc(-c2ccccc2NC(=O)C2CCC2)n1 (stereo not given)
  1.7%	-10.6%	-6.1%	-6.7%	-6.0%	0.6%	-5.1%	-4.4%	-9.1%	-1.5%
35) O=C1CC(c2cccc(Br)c2)C2=C(COC2=O)N1 (stereo not given)
  -22.0%	0.1%	-6.7%	1.3%	-18.6%	2.1%	-1.9%	-0.7%	1.3%	-0.9%
36) CN(NC(=O)c1cccc(Cl)c1)c1nc(-c2ccccc2)nnc1C(F)(F)F
  -5.1%	-4.0%	-4.4%	-2.7%	-56.5%	2.9%	7.7%	-1.8%	13.3%	-6.9%
37) Cc1ccccc1N1CCN(S(=O)(=O)CC23CCC(CC2=O)C3(C)C)CC1 (stereo not given)
  /	/	-10.0%	-13.1%	-11.8%	1.3%	0.8%	-1.1%	/	0.6%
38) COc1ccc(Cc2nc(-c3ccc(Cl)cc3)no2)cc1
  13.4%	26.3%	-3.1%	?	50.1%	?	5.3%	19.9%	?	17.4%
39) Cn1c(SC/C=C/c2ccccc2)nnc1-c1cccs1
  -9.7%	18.3%	1.5%	0.9%	0.8%	-12.4%	1.1%	-2.0%	-17.6%	-2.9%
40) C=CCSc1nc(N)cc(=O)[nH]1
  -2.1%	6.3%	-16.7%	-0.6%	-8.6%	-1.7%	7.6%	0.5%	-1.2%	0.4%
41) Oc1ccc(Cl)cc1CNCc1ccc(F)c(F)c1
  /	-3.5%	/	7.0%	17.6%	-11.6%	9.6%	-4.6%	/	-5.3%
42) CC(C)Cn1c(N)c(C(=O)COC(=O)c2cc(S(=O)(=O)N3CCOCC3)ccc2Br)c(=O)n(C)c1=O
  /	-6.6%	/	-1.3%	-57.0%	/	-11.4%	/	/	/
